T cell HTS: modulators of CD8 T cell-vesicle binding, primary screen, mouse 2C CD8+ T cells, flow cytometry; 2C CD8+ T cell-vesicle binding; stronger effect = lower value; calls only at 7 µM; 330,000 compounds, 0.068% hits;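 active = response, share of CD8 T cells binding vesicles, and their 90th percentile fluorescence all below set limits, cut at about 80% in these data, passing the limit was not always enough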
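Material: murine 2C transgenic CD8+ T lymphocytes / Also added: QL9-peptide-loaded Drosophila micro-vesicles bearing Ld, ICAM-1 and B7-1 / Schedule: binding step 1.5 h, 37 °C, antibody labelling 20 min, ice / Signal: flow cytometry, PE anti-B7-1 (FL2) versus Alexa647 anti-CD8 (FL8), PFA-fixed / Evaluation: percent CD8+ FL2 mean versus row control / Benchmarks: naked versus QL9-loaded vesicles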
human PMI inhibition: inhibitors of human PMI, primary screen, biochemical, fluorescence intensity, coupled assay (AID 1209); Mannose-6-phosphate isomerase (Homo sapiens); purified PMI enzyme, coupled fluorescence intensity; higher % means a stronger effect; inhibition, % at 20 µM; hits with a dose series show IC50 in µM; 190,000 compounds, 0.42% hits; in the data active = inhibition above about 50%;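 also: plate controls were DMSO vehicle for no effect and wells lacking substrate for full effect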
MT stabilize HCS: microtubule stabilizers in HeLa cells, primary screen, imaging, high-content imaging | HeLa tubulin immunostaining HCS, 24 h; share of cells brighter than vehicle mean+2SD | % tubulin-high responders, % at 10 µM | 200,000 compounds, 0.83% hits | AID 2205, 2009;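 active = plate Z-score above 3 for both tubulin-high and condensed-nucleus cell shares, with cell loss under 80%, at 10 µM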;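 also: anti alpha tubulin signal scored within the nucleus-defined area of each cell; some results filed as inactive read as strong as hits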
bCat nuc transl: modulators of beta-catenin nuclear translocation, primary screen, imaging, HeLa cells, immunofluorescence, high-content. AID 1665, 2009. nuclear translocation activity, % at 5 µM. 190,000 compounds, 0.3% hits;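 active = nuclear translocation activity above 50% at 5 µM, with a well cell count of 50 or more; inconclusive = wells under 50 cells across six images, flagged as toxic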;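 also: per-cell ratio of nuclear to cytoplasmic median beta-catenin stain intensity; plate controls were DMSO negative control for no effect and GSK-3 inhibitor IX positive control for full effect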
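assay system = human HeLa cells, endogenous beta-catenin | times = compound treatment 24 h, 37°C, 5% CO2 | detection = Anti-beta-catenin immunofluorescence on PFA-fixed, Triton-permeabilized cells, DAPI nuclei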
Insulin prom up: insulin promoter activators in MIN6 cells, imaging, high-content screening, mouse beta cells; MIN6 insulin promoter-GFP reporter; stronger effect = higher value; z-score at 5 µM; 190,000 compounds, 0.3% hits;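 active = z-score above 3 at 5 µM with at least 500 cells counted in the well; inconclusive = wells under 500 cells, flagged as cytotoxic or low count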
TNAP activators: human TNAP enzyme activators, primary screen, biochemical, luminescent, no phosphate acceptor, uHTS (AID 1001); purified TNAP, luminescent activation assay, no phosphate acceptor; higher activation fold means a stronger effect; activation fold at 20 µM; hits with a dose series show EC50 in µM; 200,000 compounds, 0.03% hits; in the data active = activation fold from about 3, or a potency from the dose series; inactive = the rest, 99 in 100 with activation fold below about 1.6; also: many of its hits are not listed in these tables
Lipid droplet: inhibitors of hepatocyte lipid droplet formation, primary screen, imaging, high-throughput imaging, BODIPY stain; AML12 mouse hepatocytes, oleate lipid droplets; inhibition, % at 6.5 µM; 240,000 compounds, 0.4% hits; AID 1656, 2009;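 active = lipid droplet intensity inhibited by at least 50%, with more than 500 cells counted; inconclusive = wells with under 300 cells, treated as cytotoxic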
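Material: mouse AML12 hepatocyte cell line, fixed after treatment; Timing: compound with oleate, overnight; Technique: high-content imaging of BODIPY-stained droplets and DAPI nuclei; Probe or stimulus: oleate, 100 µM final; Dosing: compound at 6.5 µM only.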
Myeloid diff 2: induction of myeloid progenitor differentiation, primary screen, cell-based, flow cytometry, MLPCN library | 360,000 compounds, 1% hits | ER-HoxA9 myeloid progenitors, lysozyme-GFP differentiation | calls only at 10 µM;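 active = normalized GFP-positive differentiation at or above the plate's own cutoff, the solvent-only control mean plus 3 SD; inconclusive = no clear call, values can overlap the other calls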;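 also: cells exposed to compound for four days before flow analysis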
Dynein transport: inhibitors of GR-EGFP nuclear translocation, primary screen, dynein cargo transport inhibitor project, imaging, high-content, 3617.4 mouse cells; z-score, hits read low; test concentration mostly 20 µM; stimulated with dexamethasone, 1 µM; stronger effect = lower value; 220,000 compounds, 0.47% hits;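 active = plate z-score of nuclear minus cytoplasmic receptor signal below a set negative limit, without overly bright fluorescence or cell loss, cut at about -3.5 in these data, passing the limit was not always enough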;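 also: z-score of nuclear minus cytoplasmic ring GR-EGFP intensity difference per well; some compounds called inactive have numbers as strong as hits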
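Buffer or medium: tet-free, stripped-serum medium; Also added: dexamethasone, 1.0 µM final; Technique: high-content fluorescence imaging after fixation; Times: 48 h induction, 1 h compound, 30 min dex at 37 °C; Read-out: per-cell GR-EGFP intensity, nucleus versus surrounding cytoplasmic ring, well-averaged.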
Dynein transport cytoplasmic EGFP: second read-out of Dynein transport, no call of its own (marks repeat the call); z-score; measured here: cytoplasmic GR-EGFP intensity; stronger effect = higher value
Dynein transport nuclear GR-EGFP: second read-out of Dynein transport, no call of its own (marks repeat the call); z-score; measured here: nuclear GR-EGFP intensity;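 lower value marks the stronger effect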
Dynein transport cell count: recorded beside Dynein transport, whose call it bears; z-score; measured here: cell count per field
Insulin prom up cell count: recorded beside Insulin prom up, whose call it bears; cell count; measured here: cytotoxicity, nuclei count;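 total cells summed across four imaged fields per well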
Lipid droplet cells 6.5 µM: also measured in Lipid droplet; calls as there; cell count; measured here: cell count, cytotoxicity flag;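 cells counted across two imaged fields per well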
bCat nuc transl cell count 5 µM: second read-out of bCat nuc transl, no call of its own (marks repeat the call); cell count; measured here: cell count, cytotoxicity flag
T cell HTS vesicle-bound %: further read-out of T cell HTS, marked with its call; double positive events, %; measured here: CD8+ vesicle-bound cell fraction;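 binding gate set so that unloaded-vesicle control wells show 10% double positive cells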
MT stabilize HCS Hoechst-high %: also measured in MT stabilize HCS; calls as there; % Hoechst-high responders; measured here: nuclear condensation Hoechst responders;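 share of cells brighter than vehicle mean plus two SD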
MT stabilize HCS cytotoxicity %: also measured in MT stabilize HCS; calls as there; toxicity, %; measured here: cytotoxicity by cell density;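 0% = mean cell density of plate MIN control wells and 100% = no cells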
Myeloid diff 2 GFP+ MAC1+ %: second read-out of Myeloid diff 2, no call of its own (marks repeat the call); GFP+ MAC1+ double positive, %; measured here: differentiation confirmed by MAC1 staining
Starred values were filed as active, the others as inactive; i = inactive; ? = inconclusive; . = no result given. The order is random. Share with any hit: about 3%.

SMILES | T cell HTS | T cell HTS vesicle-bound % | human PMI inhibition | MT stabilize HCS | MT stabilize HCS Hoechst-high % | MT stabilize HCS cytotoxicity % | bCat nuc transl | bCat nuc transl cell count 5 µM | Insulin prom up | Insulin prom up cell count | TNAP activators | Lipid droplet | Lipid droplet cells 6.5 µM | Myeloid diff 2 | Myeloid diff 2 GFP+ MAC1+ % | Dynein transport | Dynein transport cytoplasmic EGFP | Dynein transport nuclear GR-EGFP | Dynein transport cell count
Cc1ccc(OCC(O)CN2C(=O)NC(C)(C)C2=O)cc1C (stereo not drawn) | i | 29 | 11% | 3.4 | 3.2 | 3.6 | -0.4 | 1207 | 0.06 | 2064 | 1.1 | 29 | 682 | i | 1.3 | -0.46 | -0.26 | -0.025 | 0.33
COc1ccc(CNC(=O)CN(C(=O)Cn2nnc(-c3ccccc3F)n2)c2ccc(C)cc2)cc1 | i | 38 | 9% | 1.9 | 0.6 | 5.0 | 2.6 | 841 | 0.5 | 1553 | 1.1 | -18 | 762 | i | 0.1 | 0.9 | -0.2 | 0.73 | -0.49
Cc1ccc2nc(SCc3ccccc3)c(C=O)c(=O)n2c1 | i | 9 | -4% | 1.9 | 4.6 | 12 | 2.7 | 580 | 0.75 | 1225 | 1 | -2 | 541 | i | 0.8 | -0.68 | -0.18 | -0.78 | 0.66
O=C(NCCN1C(=O)S/C(=C\c2ccc(Cl)c(Cl)c2)C1=O)C1COc2ccccc2O1 (stereo not drawn) | i | 2 | 7% | 2.0 | 3.1 | 6.4 | 0.3 | 1514 | . | . | 1 | -24 | 678 | i | 0.8 | -1.8 | -0.045 | -1 | 0.65
CCN1N=C(C)C=C(c2ccccc2)n2c1nc1ccccc12 | i | 40 | . | . | . | . | -0.1 | 1318 | 0.09 | 1029 | . | -8 | 658 | i | 0.2 | 0.62 | -0.18 | 0.76 | -0.18
CCNCCNC(=O)c1c(O)c2c([nH]c1=O)CCCC2 | i | 29 | 18% | 0.9 | 1.2 | 6.6 | 1.1 | 1156 | . | . | 1.1 | . | . | i | 6.7 | -0.18 | -0.2 | -0.14 | 0.57
CCNC(=O)COc1cc(C)c(Cl)c(C)c1 | i | 25 | 13% | 1.9 | 0.8 | 5.3 | 3.2 | 1080 | 1.1 | 1265 | 1.1 | -16 | 739 | i | 0.8 | -0.7 | -0.2 | -0.19 | 0.59
Cc1ccc(-n2[nH]c(C)c(C=Nc3ccc(S(=O)(=O)Nc4nccs4)cc3)c2=O)cc1 | i | 53 | 3% | 2.3 | 3.7 | 2.3 | . | . | -0.07 | 1170 | 1.3 | -4 | 670 | . | . | 0.18 | -0.27 | -0.015 | 0.19
O=C(COC(=O)CNC(=O)c1ccccc1)Nc1ccc(Cl)cc1C(F)(F)F | i | 29 | 2% | 2.8 | 2.1 | 11 | -2.7 | 546 | ? | . | 1.1 | 12 | 707 | i | 1.1 | 0.37 | -0.27 | -0.093 | 0.0087
O=C(COC(=O)c1ccco1)NC(c1ccccc1)c1ccccc1 | i | 34 | -36% | 2.0 | 1.2 | 2.9 | 2.5 | 469 | . | . | 1.1 | -6 | 696 | i | 0.0 | 0.36 | -0.33 | 0.21 | 0.28
Cc1cc(C(=O)N2CCN(Cc3ccc4c(c3)OCO4)CC2)on1 | i | 36 | -7% | 2.1 | 2.1 | 5.6 | -3.7 | 1235 | -0.14 | 1205 | 1.2 | 2 | 741 | i | 1.3 | -0.56 | -0.17 | 0.042 | 0.1
COc1cc(/C=N/Nc2cccc3cccnc23)cc(OC)c1O | i | 44 | 24% | 1.6 | 2.8 | 6.1 | -0.4 | 1099 | -1 | 1142 | 1 | 1 | 717 | i | 0.0 | -0.31 | -0.21 | -0.079 | -0.54
CC(C)CC(=O)NCc1ccc2[nH]c3c(c2c1)CCCC3 | i | 35 | -5% | 1.9 | 2.9 | 9.0 | 0.6 | 1159 | 0.85 | 1095 | 1 | -4 | 703 | i | 0.2 | -0.69 | -0.25 | -0.32 | 1
CCOc1ccc(OCC)c(NC(=O)CN(C)S(=O)(=O)c2ccc3nc(C)sc3c2)c1 | i | 34 | 12% | 2.9 | 2.6 | 9.3 | -4.0 | 540 | -0.76 | 1271 | 1.1 | . | . | i | 1.1 | 0.012 | -0.2 | 0.97 | -0.78
Cc1ccc2oc(=O)c3cnn(CC(=O)N(Cc4ccco4)C4CCCCC4)c3c2c1 | i | 42 | 11% | 3.9 | 4.2 | 2.1 | . | . | -0.44 | 985 | 1.1 | . | . | i | 2.2 | -0.041 | -0.14 | 0.063 | -0.4
O=C(c1ccccc1F)N1CCN(CC2CC3C=CC2C3)CC1 (stereo not drawn) | i | 28 | 11% | 1.6 | 1.8 | 7.1 | -5.7 | 987 | 0.19 | 1175 | 1.1 | . | . | i | 0.6 | -0.32 | -0.2 | 0.074 | -0.099
COc1ccccc1NC(=O)C(=O)N(c1cccnc1)C(C(=O)NC(C)(C)C)c1ccccc1 (stereo not drawn) | i | 49 | -4% | 5.8 | 1.1 | 5.4 | 0.4 | 1599 | -0.13 | 1457 | 1.1 | -5 | 581 | i | 0.4 | 0.43 | -0.35 | -0.17 | -0.45
CCCNC(=O)CCc1c(C)nc2nc(C)nn2c1C | i | 56 | -8% | 2.5 | 1.6 | 4.5 | 8.3 | 1014 | -0.15 | 1068 | 1.1 | 8 | 745 | i | 0.1 | 0.17 | -0.26 | 0.12 | 0.068
Cc1ccccc1-c1n[nH]c(=S)n1/N=C/C=C/c1ccco1 | i | 23 | . | . | . | . | 0.8 | 1277 | 0.4 | 1112 | . | 6 | 733 | i | 0.1 | -0.61 | -0.23 | 0.33 | 0.5
CCN(CC)S(=O)(=O)c1cc(NC(=O)CCCOc2ccc(C(C)=O)cc2)ccc1C | i | 53 | 9% | 5.7 | 2.4 | 8.6 | 2.2 | 1051 | -0.05 | 1540 | 1 | -16 | 687 | i | 0.7 | -0.29 | -0.17 | -0.14 | -0.07
CC1(C)CC(N(Cc2cccs2)C(=O)c2ccco2)CCO1 (stereo not drawn) | i | 31 | 7% | 1.2 | 1.4 | 1.6 | . | . | 0.64 | 1274 | 1.1 | -20 | 635 | i | 1.8 | -0.55 | -0.19 | -0.23 | -0.22
Cn1cc(Br)c(NS(=O)(=O)c2ccc(Cl)s2)n1 | i | 7 | . | . | . | . | -2.1 | 1271 | 0.42 | 1065 | . | -3 | 720 | i | 0.6 | 0.12 | -0.24 | -0.14 | 0.93
COC(=O)c1scc(C)c1N/N=C(\C)c1ccc(F)cc1F | i | 34 | 9% | 0.6 | 0.6 | 2.7 | . | . | -0.73 | 927 | 1.1 | 8 | 734 | . | . | 0.28 | -0.27 | 0.51 | -0.65
CC(=O)CSc1ncnc2nc[nH]c12 | i | 38 | 4% | 1.8 | 1.6 | 4.3 | 0.6 | 1346 | -0.39 | 1462 | 1 | . | . | ? | . | 3 | -0.12 | 1.2 | -1.9
CCC1CCCCN1CCCNC(=O)C1CCC(=O)N1Cc1ccc(C)cc1 (stereo not drawn) | i | 14 | 7% | 6.2 | 3.4 | 13 | 0.2 | 1324 | -0.4 | 1364 | 1.1 | . | . | i | 0.8 | 0.1 | -0.16 | 0.26 | -0.47
COCCCNc1nc2c(c(=O)[nH]c(=O)n2C)n1CC(O)COc1ccccc1C (stereo not drawn) | i | 56 | 0% | 5.4 | 4.3 | 7.0 | -6.5 | 1086 | -0.79 | 841 | 1.2 | . | . | i | 2.4 | -1.2 | -0.24 | -0.68 | 0.41
Cc1cc([N+](=O)[O-])nn1CC(=O)Nc1nc2ccccc2s1 | i | 39 | -3% | 5.7 | 0.9 | 4.0 | 1.5 | 997 | 1.9 | 1163 | 1 | -8 | 659 | i | 0.2 | 1.5 | 0.77 | 0.78 | -0.74
COC(=O)c1ccc(Oc2cc(C)nc(-n3nc(C)cc3C)n2)cc1 | i | 52 | -9% | 20* | 21* | 58* | . | . | . | . | 1 | . | . | ? | . | 0.58 | 0.21 | 0.78 | -1.5
O=[N+]([O-])c1cccc(S(=O)(=O)N2CCC(c3nc(-c4ccncc4)no3)CC2)c1 | . | . | -3% | 0.9 | 0.9 | 8.3 | -4.5 | 1094 | -0.75 | 876 | 1 | 3 | 760 | i | 1.1 | 0.006 | -0.07 | -0.077 | 0.73
